POLK inh: blocks human DNA polymerase kappa activity; hit rate 0.53% among 400,000; Potency, µM (doses to about 107 µM), for the others: at the top dose activity, negative = inhibition, actives largely listed as inhibitors; purified Pol kappa, fluorescent DNA synthesis assay, 10 min; Q9UBT6; further: on the % scale 0 is the no-effect control and ±100 the full control effect
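Enzyme at 10 nM met test compounds for 15 min at room temperature. Substrate addition (50 nM final) began the reaction, which was monitored by fluorescence at 0 and 10 min.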
POLH inh: DNA polymerase eta (human) inhibition | Q9Y253 | recombinant Pol eta, fluorescent DNA replication assay | Potency, µM (top dose mostly 114 µM), without a hit: at the top dose activity change, negative = inhibition, actives largely listed as inhibitors | hit rate 1.2% among 390,000; further: on the % scale 0 is the no-effect control and ±100 the full control effect
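Pol eta (10 nM) was preincubated with compounds for 15 min at room temperature, after which fluorescent replication substrate (50 nM final) was added to start the reaction. Fluorescence was read kinetically at 0 and 10 min.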
BLM inh: blocks DNA unwinding by human BLM helicase; Potency, µM (highest dose often 56.1 µM), for the others: top-dose activity change, negative = inhibition, actives largely listed as inhibitors; recombinant BLM DNA unwinding, fluorescence dequenching; P54132; hit rate 0.2% among 350,000;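 further: plate controls were vehicle for no effect and no enzyme for full effect; nearly all actives have a fitted effect of over 35% in size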
BAZ2B inh: inhibitors of human BAZ2B bromodomain. Q9UIF8. AlphaScreen BAZ2B-H3K14Ac peptide displacement. Potency, µM (top dose mostly 114 µM), for the others: top-dose activity change, negative = inhibition, usual class: inhibitors. hit rate 4.4% among 360,000. AID 504333; further: on the % scale 0 is the no-effect control and ±100 the full control effect; nearly all actives have a fitted effect of over 60% in size
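AlphaScreen displacement: compounds (up to 110uM) incubated 30 min at room temperature with a preformed 50 nM BAZ2B/50 nM biotinylated H3K14Ac peptide complex in PBS pH 7.4 with Tween-20. Donor and acceptor beads at 10 ug/mL final added, 20 min light-protected before reading.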
Pol beta inh: blocks human DNA polymerase beta activity | P06746 | Pol beta primer extension/strand displacement, fluorescence kinetic | Potency, µM (doses to about 114 µM), for the others: at the top dose activity change, negative = inhibition, actives largely listed as inhibitors | hit rate 1.3% among 340,000 | AID 485314; further: on the % scale 0 is the no-effect control and ±100 the full control effect
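Pol beta (10 nM) and compounds were preincubated 15 min at room temperature, then 50 nM substrate (final) started primer extension/strand displacement. Reads were taken at 0 and 10 min; concentration-response data were fitted to a four-parameter Hill equation.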
POLI inh: blocks human DNA polymerase iota activity. Potency, µM (titrated, usually from 115 µM), inactives show at the top dose activity, negative = inhibition, most hits filed as inhibitors. AID 588590. Q9UNA4. Pol iota fluorescent replication assay, 10 min. hit rate 1% among 390,000
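Fluorescent replication assay read twice, at 0 min and 10 min after adding 50 nM (final) substrate. Enzyme (10 nM) and compounds were first incubated 15 min at room temperature; enzyme-free buffer wells were negative controls.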
JMJD2A Tudor: inhibitors of human JMJD2A Tudor domain | Potency, µM (highest dose often 114 µM), inactives show top-dose activity change, negative = inhibition, hits mostly inhibitors | AlphaScreen JMJD2A-Tudor / H3K4me3 peptide binding | O75164 | hit rate 4.4% among 390,000; further: on the % scale 0 is the no-effect control and ±100 the full control effect; nearly all actives have a fitted effect of over 50% in size
Target sequence (O75164 whole entry, looked up, the tested form may be a part): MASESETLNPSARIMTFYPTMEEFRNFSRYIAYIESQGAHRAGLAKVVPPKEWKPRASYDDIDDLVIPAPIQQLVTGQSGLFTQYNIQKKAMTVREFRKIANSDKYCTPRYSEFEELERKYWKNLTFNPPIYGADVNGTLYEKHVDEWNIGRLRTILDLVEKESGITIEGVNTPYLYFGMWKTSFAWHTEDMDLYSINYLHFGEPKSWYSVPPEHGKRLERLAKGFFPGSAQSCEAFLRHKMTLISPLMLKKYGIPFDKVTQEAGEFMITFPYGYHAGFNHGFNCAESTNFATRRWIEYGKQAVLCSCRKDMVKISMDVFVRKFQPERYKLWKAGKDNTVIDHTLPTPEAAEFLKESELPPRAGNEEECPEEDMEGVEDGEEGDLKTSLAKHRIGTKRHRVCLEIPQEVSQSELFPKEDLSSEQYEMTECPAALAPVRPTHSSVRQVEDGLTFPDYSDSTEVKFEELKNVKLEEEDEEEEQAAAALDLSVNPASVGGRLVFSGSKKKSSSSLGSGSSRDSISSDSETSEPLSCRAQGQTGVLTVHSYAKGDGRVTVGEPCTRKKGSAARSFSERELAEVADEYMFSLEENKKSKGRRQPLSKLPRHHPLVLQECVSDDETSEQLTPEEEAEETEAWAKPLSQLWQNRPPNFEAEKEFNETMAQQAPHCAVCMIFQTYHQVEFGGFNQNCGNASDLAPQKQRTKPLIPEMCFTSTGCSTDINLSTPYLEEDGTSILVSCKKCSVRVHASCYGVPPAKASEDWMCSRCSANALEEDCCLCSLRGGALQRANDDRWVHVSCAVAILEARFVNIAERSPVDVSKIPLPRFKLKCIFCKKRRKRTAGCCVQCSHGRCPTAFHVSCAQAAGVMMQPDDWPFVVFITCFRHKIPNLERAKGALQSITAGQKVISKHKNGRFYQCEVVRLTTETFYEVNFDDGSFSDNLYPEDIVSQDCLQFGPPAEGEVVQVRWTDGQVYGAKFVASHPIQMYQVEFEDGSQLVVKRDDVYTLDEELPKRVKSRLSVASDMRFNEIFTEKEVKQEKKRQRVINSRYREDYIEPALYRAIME
APE1 inh: blocks human APE1 abasic DNA cleavage | P27695 | recombinant APE1, TAMRA/BHQ-2 abasic DNA cleavage fluorescence | Potency, µM (top dose mostly 65.8 µM), for inactives: at the highest dose activity change, negative = inhibition, actives largely listed as inhibitors | hit rate 0.35% among 350,000 | AID 2517;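 further: plate controls were vehicle for no effect and reference inhibitor for full effect; nearly all actives have a fitted effect of over 55% in size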
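0.75 nM APE1 + cpd, 15 min RT; start w/ 50 nM TAMRA/BHQ-2 THF-abasic dsDNA; kinetic fluor 525/598 nm ×3 reads @60 s; Δ(read3−read1); normalized to DMSO and NSC13755 control wells.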
G9a inh: inhibitors of human histone lysine methyltransferase G9a. Q96KQ7. G9a H3K9 monomethylation, AlphaScreen, 2 h. Potency, µM (top dose mostly 102 µM), inactives show at the highest dose activity, negative = inhibition, most hits filed as inhibitors. hit rate 8.8% among 350,000. AID 504332; further: on the % scale 0 is the no-effect control and ±100 the full control effect; nearly all actives have a fitted effect of over 75% in size
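Enzyme 20 nM + cpd, 15 min RT; add b-H3K9 pep 500 nM / SAM 20 uM; 2 h RT; anti-H3K9me1 Ab 0.5 ug/mL + SA donor / anti-rabbit acceptor beads 20 ug/mL each, 10 min; AlphaScreen read.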
Numbers without * were called inactive; ? = inconclusive; · = not tested or not shown; [ ] = remark or other dose. The call rests on the fitted dose curve; in most records, active means well fitted curve in the direction sought with a large enough effect; inconclusive means small, poorly fitted or top-dose-only effect, or another doubt; inactive means no such curve, though single readings can be large; an effect the other way counts as inactive or inconclusive. Potency means the concentration at half of the fitted maximal effect.

1: Cc1nn(C)c(C(=O)NNC(=S)Nc2ccc(Cl)cc2)c1[N+](=O)[O-]
2: Cc1c(NS(=O)(=O)c2cc(C(=O)NCC3CCCO3)cc(Cl)c2Cl)c(=O)n(-c2ccccc2)n1C (configuration not stated)
3: CC1CCCCN1S(=O)(=O)c1ccc(S(=O)(=O)N(CC(=O)Nc2ccccc2)Cc2cccs2)cc1 (configuration not stated)
4: Nc1c(C(=O)Nc2ccccc2)c2nc3ccccc3nc2n1CCCN1CCOCC1
5: COc1ccc(Cn2c(=O)c3oc4ccccc4c3n(Cc3cccc(C)c3)c2=O)cc1
6: O=C1CCCc2oc3c(cc(NS(=O)(=O)c4ccc5c6c(cccc46)C(=O)N5)c4ccccc43)c21
7: COc1ccccc1N/N=C/c1ccc2c(c1)OCO2
8: CCN(c1ccccc1)S(=O)(=O)c1ccc2c(c1)CC(C)N2C(=O)C1CC1 (configuration not stated)
9: CC1(c2nnc(-c3cccc(Cl)c3)o2)CC(c2ccc(Cl)cc2)=NO1 (configuration not stated)
10: C/C(=N/NC(=O)CNc1ccc(C)cc1)c1ccc(Br)s1

Assay by compound,1,2,3,4,5,6,7,8,9,10
POLK inh,-13.1%,-6.3%,-21.5%,-6.2%,-3.2%,-13.7%,-0.4%,-10.6%,8.5%,12.0%
POLH inh,1.5%,2.0%,-10.3%,-10.7%,-18.6%,-14.6%,-5.9%,4.0%,-9.2%,-0.8%
BLM inh,-0.9%,·,-2.8%,-5.1%,-7.6%,-2.7%,-3.8%,-6.3%,·,3.3%
BAZ2B inh,13.0%[57.1 µM],5.0%,-3.2%,-11.5%,-8.5%,-28.7%,?,-4.6%,·,-18.2%
Pol beta inh,4.3%,·,2.3%,4.8%,7.9%,-22.4%,16.3%,16.4%,·,-14.1%
POLI inh,-18.4%[58.9 µM],10.3%,5.2%,14.2%,9.1%,31.3%[activator],?,-0.8%,0.3%,?
JMJD2A Tudor,-29.1%,-17.9%,-4.9%,-20.0%,-6.6%,-29.4%,?,3.8%,14.5%,?
APE1 inh,-0.1%,10.6%,-6.9%,-11.4%,·,-9.1%,-2.9%,-6.4%,·,-5.9%
G9a inh,?,?,4.9%[59 µM],·,-5.8%[59 µM],?,7.08µM*,·,·,35.5µM*

The last 3 records of the part before are carried over, then new ones follow:
8: CCN(c1ccccc1)S(=O)(=O)c1ccc2c(c1)CC(C)N2C(=O)C1CC1 (configuration not stated)
9: CC1(c2nnc(-c3cccc(Cl)c3)o2)CC(c2ccc(Cl)cc2)=NO1 (configuration not stated)
10: C/C(=N/NC(=O)CNc1ccc(C)cc1)c1ccc(Br)s1
11: COC(=O)C(C)n1cnc2c(cnn2-c2ccc(Cl)cc2)c1=O (configuration not stated)
12: Cc1cc(C(C)(C)C)cc(S(=O)(=O)Nc2cccc(C(=O)O)c2)c1C
13: COc1ccc(NC(=O)CNC(=O)Cc2cccc3ccccc23)cc1
14: Cc1ccc(CN(C)C(=O)c2ccccc2Oc2ccccc2)o1
15: CCOC(=O)C1(CCOC)CCN(C/C=C/c2ccccc2OC)CC1
16: O=C(c1cccc(S(=O)(=O)N2CCCC2)c1)N1CCN(S(=O)(=O)c2cccc(Cl)c2)CC1
17: Cc1ccc(C2=NN(C(=O)CN3C(=O)c4ccccc4S3(=O)=O)C(c3ccco3)C2)cc1 (configuration not stated)
18: Cc1ccc(/C=C2\SC(N3CCN(C(c4ccccc4)c4ccccc4)CC3)=NC2=O)o1
19: CCOc1ccccc1NC(=O)C1CCN(S(=O)(=O)c2ccc(Br)cc2)CC1
20: Cc1cccc(Oc2coc3cc(OC(=O)c4cc5ccccc5oc4=O)ccc3c2=O)c1

Assay by compound,8,9,10,11,12,13,14,15,16,17,18,19,20
POLK inh,-10.6%,8.5%,12.0%,-17.3%,-14.5%,7.4%,0.1%,-10.8%,-13.3%,-16.8%,-8.3%,-4.7%[60.1 µM],-14.9%
POLH inh,4.0%,-9.2%,-0.8%,-0.3%,-18.9%,-1.2%,2.2%,-16.8%,-0.7%,-24.1%,-1.0%,-15.2%,-13.4%
BLM inh,-6.3%,·,3.3%,-1.5%,-3.2%,·,-2.4%,·,·,-7.3%,-19.9%,-0.4%,-1.9%
BAZ2B inh,-4.6%,·,-18.2%,1.6%,-32.3%,·,-34.9%,·,·,-23.6%,?,8.1%,7.4%
Pol beta inh,16.4%,·,-14.1%,19.2%,8.7%,·,0.1%,·,·,17.6%,39.8µM*,?,13.0%
POLI inh,-0.8%,0.3%,?,-0.8%,-3.2%[58.9 µM],-7.5%,76.0%[activator],26.3%,-19.1%,46.2%[activator],-12.4%,-13.7%,16.5%
JMJD2A Tudor,3.8%,14.5%,?,-10.4%,-3.8%,1.0%,?,-22.9%,-19.3%,-30.1%,?,10.3%,-6.3%
APE1 inh,-6.4%,·,-5.9%,0.2%,14.3%,27.3%,-0.6%,·,·,1.5%,1.3%,·,-3.4%
G9a inh,·,·,35.5µM*,13.4%[12.7 µM],24.3%[59 µM],·,?,·,·,?,4.47µM*,-2.9%[59 µM],52.3%[activator][12.7 µM]

21: Cc1ccccc1C(=O)Nn1cnnc1
22: N#Cc1ccccc1S(=O)(=O)N1CCC(C(=O)Nc2cccc(C(=O)NC3CC3)c2)CC1
23: O=C(c1cc(-c2ccc(Cl)cc2)on1)N1CCN(c2ccc(F)cc2)CC1
24: CC(=O)NC12CC3CC(C1)CC(C(=O)Nc1nccs1)(C3)C2
25: O=C(CC1NCCNC1=O)Nc1cccc(F)c1 (configuration not stated)
26: COc1ccccc1Nc1c2c(nc3ccc(NC(=O)c4cccc(F)c4)cc13)CCCC2
27: Oc1ccc(Cl)cc1-c1cc(-c2cccc(Br)c2)n[nH]1
28: O=C(O)CCC(=O)NNC(=O)c1cccc(Cl)c1
29: COc1ccc(/C=N/NC(=O)c2ccc(Br)cc2)cc1CN1CCOCC1
30: COCCCN1C(=O)C(=O)/C(=C(/O)c2ccc(OC)cc2)C1c1ccc(O)c(OC)c1 (configuration not stated)

Assay by compound,21,22,23,24,25,26,27,28,29,30
POLK inh,-32.0%,-14.9%,2.7%,-4.5%,-6.6%,-11.1%,-9.6%,-18.5%,-15.9%,3.4%
POLH inh,-16.7%,-1.2%,-9.2%,-6.6%,-9.3%,-10.6%,-2.2%,-14.7%,-7.8%,-10.6%
BLM inh,-4.8%,·,-0.8%,0.2%,-0.3%,-11.2%,-13.0%,2.3%,-1.7%,0.1%
BAZ2B inh,5.3%,2.7%,-1.3%,7.9%,-5.9%,?,-6.2%,-3.8%,-14.0%,-4.6%
Pol beta inh,16.6%,·,33.6%,1.0%,-22.5%,11.9%,-25.9%,29.2%,-6.9%,-10.4%
POLI inh,58.3%[activator],1.7%,133.8%[activator],10.7%,-12.2%,-17.7%,7.9%,6.9%,6.5%,?
JMJD2A Tudor,-15.3%,-8.1%,-31.6%,8.6%,-1.9%,?,-8.5%,4.8%,-17.2%,-25.7%
APE1 inh,5.0%,-5.1%,-0.3%,-2.7%,·,·,-4.4%,1.8%,?,-5.0%
G9a inh,·,?,28.0%,8.5%,10.2%[59 µM],?,-24.7%[59 µM],?,5.5%,-6.3%[59 µM]

31: Cc1ccc(N2C(=N)SCC2=O)cc1Cl
32: COc1ccc(NC(=O)CSc2nnc(CNC(=O)c3ccco3)o2)cc1
33: COc1ccccc1-n1c(SCC(N)=O)nnc1-c1ccccc1
34: COC(=O)c1ccc2nc(NC(=O)CCS(=O)(=O)c3ccccc3)sc2c1
35: CCc1cc(CNC(=O)c2cccc(OC3CCN(S(C)(=O)=O)CC3)c2)on1
36: O=C1c2ccc(-c3nc4ccccc4o3)cc2C(=O)N1Cc1cccnc1
37: Cc1cccc(NC(=O)c2c(NC(=O)c3ccco3)sc3c2CCC(C)C3)c1 (configuration not stated)
38: C=C1[C@@H](O)[C@H](Cc2ccccc2)N(Cc2ccccc2Br)S1(=O)=O
39: COc1ccccc1C(=O)Nc1c(C(=O)Nc2ccccc2F)oc2ccccc12
40: CCOc1ccc(NC(=O)c2ccccc2NC(=O)CN(C)CC(=O)Nc2ccc(C)cc2)cc1
41: O=c1[nH]c(CSc2nnc(-c3ccncc3)n2Cc2ccco2)nc2ccccc12

Assay by compound,31,32,33,34,35,36,37,38,39,40,41
POLK inh,-19.3%,0.3%[60.1 µM],-6.5%,-12.6%,0.3%,-0.5%,0.7%,-13.5%,-23.2%,-23.7%,-0.6%
POLH inh,-7.2%,2.6%,-14.9%,2.1%,-9.3%,11.1%,·,-20.0%,-6.1%,-7.7%,-17.9%
BLM inh,-4.2%,-4.3%,-1.9%,-3.7%,·,·,-1.1%,·,-2.2%,-0.7%,0.1%
BAZ2B inh,-3.2%,·,38.8%,-11.7%,·,·,4.5%,·,?,0.9%,-3.1%
Pol beta inh,-0.4%,21.9%,-11.7%,17.6%,·,·,-0.7%,·,-0.6%,9.4%,-8.7%
POLI inh,26.2%,?,0.6%,-10.6%,-5.2%,2.5%,15.7%,?,5.2%,2.1%,13.0%
JMJD2A Tudor,-12.6%,0.3%,9.4%[57.1 µM],0.7%,-20.6%,-21.3%,-9.5%,-22.5%,-4.3%,-12.7%,-0.9%
APE1 inh,-1.7%,-3.3%,-5.0%,16.9%,·,·,·,·,·,-6.7%,-3.3%
G9a inh,6.3%[59 µM],-29.5%,-45.8%,?,·,·,-30.7%[59 µM],·,-35.3%[59 µM],16.9%[2.33 µM],17.7%

Compound activity (PubChem BioAssay)

The list is partial, so the mix of outcomes need not match the whole.
